RXFP1 agonist: activates the human relaxin receptor RXFP1; Q9HBX9; HEK293T-RXFP1 cAMP TR-FRET, 30 min; response scale: percent of porcine relaxin response, buffer zero; Potency, µM (titrated, usually from 57.5 µM), inactives show at the highest dose activation, usual class: activators; hit rate 0.3% among 370,000; also: potency is read from the fitted curve at half-maximal effect; % is scaled to controls: 0 for no effect and ±100 for the full control effect; nearly all actives have a fitted effect of over 60% in size; many of its hits are not listed in these tables
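Agonist response is measured as cAMP accumulation in an RXFP1-transfected HEK293T line under PDE4 inhibition. Values are scaled between buffer-only and 29 nM porcine relaxin, and EC50s come from standard Hill equation fits.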
RXFP1 antag: blocks the human relaxin receptor RXFP1; HEK293-RXFP1, relaxin-stimulated cAMP HTRF, 30 min; hits give low values; Q9HBX9; hit rate 0.59% among 350,000; activity change, negative = inhibition, % at 57.5 µM; AID 1259400;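 active = activity change of -60% or lower, but not beyond a set lower limit; inconclusive = change between -60% and -40%, or beyond the set limit; inactive = change above -40%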; also: % is scaled to controls: 0 for no effect and ±100 for the full control effect
D1 PAM: enhances dopamine response at the human D1 receptor | P21728 | HEK293 TREx D1 cells, calcium flux, dopamine EC20 potentiation | potentiation, % at 10 µM | hit rate 0.036% among 360,000; in the data active = potentiation above about 30%; also: 0% is about no effect
Target sequence (P21728 whole entry, looked up): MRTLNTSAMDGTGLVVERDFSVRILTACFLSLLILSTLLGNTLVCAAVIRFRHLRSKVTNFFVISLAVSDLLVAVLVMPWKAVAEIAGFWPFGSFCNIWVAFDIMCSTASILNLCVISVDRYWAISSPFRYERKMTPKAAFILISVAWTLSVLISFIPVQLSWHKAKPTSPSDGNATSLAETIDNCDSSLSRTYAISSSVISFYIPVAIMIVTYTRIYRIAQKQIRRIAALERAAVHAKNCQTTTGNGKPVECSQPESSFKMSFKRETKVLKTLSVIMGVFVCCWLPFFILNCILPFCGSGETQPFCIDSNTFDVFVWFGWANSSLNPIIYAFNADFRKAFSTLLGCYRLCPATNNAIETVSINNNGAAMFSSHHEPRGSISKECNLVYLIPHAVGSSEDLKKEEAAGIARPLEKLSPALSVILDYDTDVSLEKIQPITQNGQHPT
D2 potentiator: D2 dopamine receptor (human) potentiation | P14416 | potentiation, % at 10 µM | AID 485347 | HEK293 T-REx D2, calcium flux, EC20 dopamine potentiation | hit rate 0.34% among 340,000;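 active = potentiation over 3 SD above the plate norm, cut at about 30% in these data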; also: 0% is about no effect
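Tetracycline-induced HEK293 T-REx cells force-coupled to calcium signalling expressed D2; compounds were pin-added after a 10 s baseline, read kinetically 180 s, then an EC20 dopamine challenge followed with a further 180 s calcium read.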
Vif-APOBEC3G blk: blocks the Vif interaction with human APOBEC3G | Q9HC16 | HeLa A3G-eYFP + Vif (tagged APOBEC3G with the HIV-1 protein that degrades it), YFP fluorescence, overnight | Potency, µM (series often up to 46.1 µM), for inactives: at the top dose activity, negative = active, most hits filed as inhibitors | hit rate 0.076% among 410,000 | AID 602310;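 also: potency is read from the fitted curve at half-maximal effect; % is scaled to controls: 0 for no effect and ±100 for the full control effect; nearly all actives have a fitted effect of over 60% in size; hits raise eYFP signal because A3G escapes Vif-driven loss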
Target sequence (Q9HC16 whole entry, looked up): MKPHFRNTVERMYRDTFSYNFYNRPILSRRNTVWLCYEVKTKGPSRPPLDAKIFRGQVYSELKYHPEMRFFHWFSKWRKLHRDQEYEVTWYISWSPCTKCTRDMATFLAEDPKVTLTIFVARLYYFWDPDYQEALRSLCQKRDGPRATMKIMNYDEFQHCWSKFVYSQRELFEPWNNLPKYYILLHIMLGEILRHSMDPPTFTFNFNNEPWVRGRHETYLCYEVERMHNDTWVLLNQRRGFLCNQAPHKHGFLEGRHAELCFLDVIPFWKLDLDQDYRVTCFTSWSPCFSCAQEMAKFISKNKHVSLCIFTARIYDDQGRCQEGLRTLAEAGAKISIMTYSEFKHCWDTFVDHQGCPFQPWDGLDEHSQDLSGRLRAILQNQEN
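HeLa cells stably expressing Vif and C-terminally eYFP-tagged A3G, seeded overnight at 37 deg C, then exposed to compound by pintool overnight at 37 deg C. Rise in yellow fluorescence (Ex 488/Em 500-530, Acumen) marks blocked Vif-driven A3G degradation.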
Glioma ERSR ind: induces the endoplasmic reticulum stress response in human glioma cells; U87-MG GRP78 promoter luciferase reporter, 16 h; hit rate 0.02% among 420,000; Potency, µM, inactives show at the highest dose activation, most hits filed as activators; also: potency is read from the fitted curve at half-maximal effect; series mostly up to about 76 µM; % of control where 0% means no effect; nearly all actives have a fitted effect of over 35% in size
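Stably transfected U87-MG human glioma cells carrying a GRP78-based luminescent sensor were seeded at 1000 cells/well, pin-dosed with compounds and incubated 16 h. Luciferase reagent was then added, and end-point luminescence was read after 10 min at room temperature.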
D1 antag: antagonists of human D1 dopamine receptor; P21728; HEK293 TREx D1 cells, calcium flux, dopamine EC80; hits give low values; activity change, negative = inhibition, % at 10 µM; hit rate 3.2% among 360,000; in the data active = activity change below about -30%; also: % is scaled to controls: 0 for no effect and ±100 for the full control effect
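Compound effects on dopamine-evoked calcium signalling were measured in tetracycline-induced HEK293 Trex D1 cells. Dopamine at EC80 followed a 180 s compound pre-read, and fluorescence was tracked kinetically for 180 s more.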
Vif-A3F inh: inhibitors of Vif-A3F interaction; HeLa A3F-eYFP + Vif (tagged APOBEC3F with the HIV-1 protein that degrades it), YFP fluorescence increase; hit rate 0.2% among 390,000; Potency, µM (highest dose often 46.1 µM), without a hit: at the top dose activity, negative = active; also: potency is read from the fitted curve at half-maximal effect; % of control where 0% means no effect; nearly all actives have a fitted effect of over 65% in size
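HeLa cells stably expressing A3F-eYFP plus Vif, plated and incubated overnight at 37 deg C, then exposed to compounds overnight at 37 deg C. Blocked degradation read as raised yellow fluorescence (Ex 488/Em 500-530).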
D1 ag: activates the human D1 dopamine receptor | P21728 | HEK293 T-REx D1 cells, calcium flux, agonist mode | activation, % at 2 µM | hit rate 1% among 360,000 | AID 504660; in the data active = activation above about 30%; also: 0% is about no effect
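Tetracycline-induced HEK293 TREx D1 cells, force-coupled to calcium signalling, were dye-loaded with a no-wash calcium kit. Compound was pin-added after a 10 s baseline. Fluorescence was read kinetically at 1 cycle/s for 180 s, with calcium rises flagged as agonism.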
* = called active by the depositor; u = inconclusive; x = not tested or not shown; & = joins results of further samples. Unless noted, calls follow the shape of the dose curve; as a rule, active = well fitted curve in the direction sought with a large enough effect; inconclusive = small, poorly fitted or top-dose-only effect, or another doubt; inactive = no such curve, though single readings can be large; an effect the other way counts as inactive or inconclusive. These rows are one share of the data, so the mix of outcomes need not match the whole.

SMILES	RXFP1 agonist	RXFP1 antag	D1 PAM	D2 potentiator	Vif-APOBEC3G blk	Glioma ERSR ind	D1 antag	Vif-A3F inh	D1 ag
CN(C)CC#CCC(O)(c1ccccc1)C1CCCCC1 (centres undefined)	1.5%	-6	0	-14	0%	-2%	5	5%	5
CCOC(=O)C1CCCN(S(=O)(=O)CCNC(=O)c2ccc(F)cc2)C1 (centres undefined)	0.7%	-6	-9	1	-2%	-3%	13	-7%	0
CCC(C)NC(=O)c1ccc2c(=O)n3c(nc2c1)CCCCC3 (centres undefined)	-0.5%	x	-2	15	4%	2%	-3	-6%	2
Cc1nnc(SCC(=O)Nc2ccc(S(=O)(=O)N3CCCC3)cc2)n1N	0.2%	-14	-1	-7	-3%	-5%	-8	x	4
Cn1c(=O)cc(OCCCC(=O)NCc2ccc3c(c2)OCO3)c2ccccc21	-0.4%	3	x	x	8%	3%	35	-1%	2
COc1ccc(CC(=O)NNS(=O)(=O)c2ccc([N+](=O)[O-])cc2)cc1OC	-0.7%	-84*	9	x	3%	-2%	3	-1%	1
COc1cccc(CN2CC(C(=O)NCCc3ccc(C)s3)CCC2=O)c1 (centres undefined)	2.8%	1	-3	10	0%	-3%	-2	-3%	2
CS(=O)(=O)Nc1ccc(C(=O)Nc2ccccc2Sc2ccccc2)cc1	10%	-11	-7	3	-5%	-4%	-2	-10%	1
Cc1cc(C)c(C#N)c(SCC(=O)c2ccc(Cl)cc2Cl)n1	4.7%	-17	-2	10	-13%	-4%	3	-6%	1
COc1ccc(CN2C(=O)C(CC(C)C)Nc3ncnc(N4CCN(c5ccccc5)CC4)c32)cc1 (centres undefined)	-2.0%	x	-6	9	-9%&-7%	-2%&-3%	-5	0%	2
COc1ccc2[nH]c(C)c(CCN(Cc3cccs3)C(=S)Nc3cccc(F)c3)c2c1	1.8%	x	-5	1	-15%	-4%	-6	-4%	7
Cc1nc(SCc2ccc(F)cc2)n[nH]1	-1.3%	-2	-10	-6	-1%	0%	-2	0%	0

The closing five entries of the part before are carried over, then new ones follow.
SMILES	RXFP1 agonist	RXFP1 antag	D1 PAM	D2 potentiator	Vif-APOBEC3G blk	Glioma ERSR ind	D1 antag	Vif-A3F inh	D1 ag
CS(=O)(=O)Nc1ccc(C(=O)Nc2ccccc2Sc2ccccc2)cc1	10%	-11	-7	3	-5%	-4%	-2	-10%	1
Cc1cc(C)c(C#N)c(SCC(=O)c2ccc(Cl)cc2Cl)n1	4.7%	-17	-2	10	-13%	-4%	3	-6%	1
COc1ccc(CN2C(=O)C(CC(C)C)Nc3ncnc(N4CCN(c5ccccc5)CC4)c32)cc1 (centres undefined)	-2.0%	x	-6	9	-9%&-7%	-2%&-3%	-5	0%	2
COc1ccc2[nH]c(C)c(CCN(Cc3cccs3)C(=S)Nc3cccc(F)c3)c2c1	1.8%	x	-5	1	-15%	-4%	-6	-4%	7
Cc1nc(SCc2ccc(F)cc2)n[nH]1	-1.3%	-2	-10	-6	-1%	0%	-2	0%	0
Oc1ccccc1CN1CCN(C(c2ccccc2)c2ccccc2)CC1	0.9%	u	-3	-3	-1%	-4%	-3	-28%	0
Cc1ccc(-n2c(=O)c3c(C)c(C)sc3n(Cc3cc(=O)n4ccccc4n3)c2=O)cc1C	10%	-1	0	-7	0%	-1%	-13	-12%	0
COc1ccc(C(=O)NC(=S)SCC(=O)O)cc1	-0.8%	-4	-1	-4	0%	1%	-6	8%	11
CC1(c2cccc(Br)c2)NC(=O)N(CC(=O)c2ccc3c(c2)OCCO3)C1=O (centres undefined)	x	-7	x	x	0%	-5%	x	-2%	x
Cc1ccc(S(=O)(=O)NCc2ccncc2)c(C)c1C	1.2%	-5	2	25	1%	0%	-10	19%	4
COc1ccc(NC(=O)C2CCC(=O)N2S(=O)(=O)c2ccc(C)cc2)cc1Cl (centres undefined)	-2.5%	-11	-2	-45	1%	-2%	-1	-10%	1
COC(=O)c1ccc(N2NC(=O)/C(=C/c3cc(OC)c(OC)c(OC)c3)C2=O)cc1	0.0%	-16	-6	-5	-1%	1%	-5	u	0
CCc1cccc2c(-c3ccccc3)nc(SCC(=O)Nc3ccccc3OC)nc12	4.3%	-9	5	12	1%	0%	-6	0%	2
O=C(Nc1ccc(-c2csc(Nc3ccccc3)n2)cc1)c1ccccc1	0.8%	x	-5	-4	-12%	-2%	-24	-15%	1
Cc1cc(Cl)c2oc(C(=O)N(CCO)Cc3ccccc3)c(C)c2c1	1.7%	-22	-4	-16	1%	11%	4	-3%	3
O=C(Nc1cccc(CCc2ccccn2)c1)c1ccc(Cl)cc1	1.5%	x	-8	0	x	x	-19	x	2
CC(C)CNC(=O)C1CC(=O)OC12CCCCC2 (centres undefined)	-0.6%	-3	-7	4	1%	-1%	-12	-8%	4
CS(=O)(=O)c1ccc(NC(=O)CN2C(=O)C3CCCCC3C2=O)cc1 (centres undefined)	0.3%	7	0	9	2%	2%	1	1%	1
CCOC(=O)CSc1nnc2n(-c3ccccc3)c(=O)c3c4c(sc3n12)COC(C(C)C)C4 (centres undefined)	0.5%	-2	-4	6	4%	-2%	-7	0%	0
COC(=O)[C@@H]1CC[C@H](C)[C@@H](c2ccc(C)cc2)N1C(=O)c1ccc(/C=N/O[C@@H](C)c2cn([C@H](CO)Cc3ccccc3)nn2)cc1	2.3%	x	5	2	x	x	30	x	3
Cc1cc(=O)c2cc(Br)ccc2n1CC(=O)NCc1ccccc1	13%	1	-6	-4	-5%	-2%	0	3%	0
CCCCN(C)S(=O)(=O)c1cc(-c2cc(C)no2)ccc1C	-1.9%	-23	-4	9	4%	-3%	-22	2%	8
O=C(O)CC1C(=O)NCCN1Cc1cccs1 (centres undefined)	0.2%	-9	-3	-3	0%	-4%	1	2%	8
Cc1cccc(C)c1NC(=O)C1CCCN1C(=O)NCc1ccccc1 (centres undefined)	1.0%	-2	6	-3	1%	-1%	-1	15%	3
O=C(O)c1cc(-n2c(/C=C\c3ccc(F)cc3)nc3ccccc3c2=O)ccc1Cl	4.4%	-31	1	14	3%	-2%	-32*	-3%	-3
Cc1ccc(-n2ncc(C(=O)N3CCN(c4ccccc4F)CC3)c2C2CCN(C(=O)OC(C)(C)C)CC2)cc1C	-3.3%	6	-1	4	-3%	-2%	-27	2%	1
COc1ccc(Cl)cc1NS(=O)(=O)c1c(C)[nH]c(C)c1C(=O)N1CCCCC1	0.4%	-7	-6	-4	4%	6%	-2	5%	2
COc1cccc2cc(C(=O)NCc3ccccc3Br)c(=O)oc12	-2.6%	0	-2	5	-1%	1%	6	-1%	3
CN(C(=O)c1ccc(NC(=O)Cc2cccc(NC(=O)C3CCCN(C(=O)C4CCC4)C3)c2)cc1)C1CCCC1 (centres undefined)	-0.2%	x	-3	1	0%	-3%	42	-19%	5

Grouped by structure: those above with bromine.
SMILES	RXFP1 agonist	RXFP1 antag	D1 PAM	D2 potentiator	Vif-APOBEC3G blk	Glioma ERSR ind	D1 antag	Vif-A3F inh	D1 ag
CC1(c2cccc(Br)c2)NC(=O)N(CC(=O)c2ccc3c(c2)OCCO3)C1=O (centres undefined)	x	-7	x	x	0%	-5%	x	-2%	x
Cc1cc(=O)c2cc(Br)ccc2n1CC(=O)NCc1ccccc1	13%	1	-6	-4	-5%	-2%	0	3%	0
COc1cccc2cc(C(=O)NCc3ccccc3Br)c(=O)oc12	-2.6%	0	-2	5	-1%	1%	6	-1%	3

More records follow.
SMILES	RXFP1 agonist	RXFP1 antag	D1 PAM	D2 potentiator	Vif-APOBEC3G blk	Glioma ERSR ind	D1 antag	Vif-A3F inh	D1 ag
CCCOc1ccc(C2Nc3cccc4cccc(c34)N2)cc1	2.5%	-4	0	-2	-4%	4%	12	-18%	4
C/C(CCc1ccccc1)=N\NC(=O)c1ccccc1	1.4%	3	-4	x	-1%	9%	1	u	4
CC(=O)N1CCN(c2ccccc2NC(=O)COc2ccc(Br)cc2)CC1	-2.6%	6	0	-7	-8%	-2%	-15	-1%	1
CC(=O)Nc1ccc(NC(=O)CN(c2ccc(F)cc2)S(=O)(=O)c2ccc3c(c2)OCCO3)cc1	-0.7%	-12	-2	11	1%	0%	-4	-7%	1
CCOC(=O)CN1NC2(CCCCCCC2)NC1=S	4.6%	-24	-6	18	-1%	-3%	-8	-3%	3
O=C(NC1=NN(c2ccccc2)CC1)Nc1ccccc1F	1.9%	-13	-3	-11	2%	8%	-8	-6%	3
Cc1ccc(OCC(=O)NCC2(N3CCOCC3)CCCCC2)cc1C	0.2%	-11	-1	13	3%	-5%	-11	2%	3
CC(=O)Nc1ccc(C(=O)OCC(=O)N2CCC(Cc3ccccc3)CC2)cc1	-0.5%	5	-4	12	2%	-1%	-4	1%	4
CC1CC(C)CN(C(=O)C(C)N2CCN(S(=O)(=O)c3ccc(C(F)(F)F)cc3)CC2)C1 (centres undefined)	x	-1	x	x	3%	0%	x	1%	x
Cc1ccc(C(=O)c2coc3ccc(O)c(CN(C)C)c23)cc1	-2.9%	-4	-4	6	1%	0%	-2	-3%	6
C[C@H](CO)N1C[C@H](C)[C@@H](CN(C)S(=O)(=O)c2ccccc2C#N)OCc2cnnn2CCCC1=O	x	-7	x	x	-1%	-6%	x	-1%	x
Cc1ccc(C)c(N2CCN(C(=O)c3cc4cc5ccc(C)cc5nc4s3)CC2)c1	5.0%	x	3	-2	1%	-2%	11	-3%	0
O=C(COC(=O)CCCNC(=O)c1ccc(Cl)cc1)Nc1cc(Cl)c(Cl)cc1Cl	-0.8%	0	-6	-5	0%	-5%	-26	-3%	6
CC(=O)c1ccc(NC(=O)Nc2ccncc2)cc1	2.7%	-2	-3	12	u	-1%	x	2%	3
Cc1ccc(-c2nc(NCCN3CCOCC3)c3ccccc3n2)cc1	0.0%	-8	-5	-8	3%	4%	0	-1%	3

High-throughput results deposited in PubChem by National Center for Advancing Translational Sciences (NCATS).
